# Assay outcomes as filed in PubChem BioAssay.
# KKLEB cytotox: cytotoxicity in KKLEB CF airway cells, primary screen, cytotoxicity control for CF NF-kB inhibitor project, cell-based, uHTS, fluorescence assay plates. KKLEB CF airway cells viability, ATPlite luminescence, overnight; stronger effect = lower value; cells stimulated with P. aeruginosa culture filtrate. activity change (cytotoxicity), % at 5 µM. 360,000 compounds, 0.36% hits. AID 602141, 2011;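 active = corrected activity change at or below -50% at 5 µM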
# TROY signal inh: inhibitors of TROY-driven NF-kB signaling, primary screen, Q293 LMP1-TROYcd cells, NF-kB luciferase, uHTS; inhibition, % at 10 µM; Q293 LMP1-TROYcd NF-kB luciferase reporter, 4 h; 360,000 compounds, 0.98% hits; AID 1347056, 2019;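 active = compounds whose plate-normalised and pattern-corrected inhibition of the luciferase reporter signal at the single screening dose is 50% or more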
# CF NFkB inh: inhibitors of PAF-induced NF-kB signaling, primary screen, cell-based, GFP fluorescence, uHTS; KKLEB NF-kB-GFP reporter, GFP fluorescence overnight; inhibition, % at 5 µM; 360,000 compounds, 0.86% hits; AID 588850, 2011;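 active = at least 50% inhibition at 5 µM, scaled per plate between neutral and stimulator controls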;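 also: PAF is a Pseudomonas aeruginosa culture filtrate used as stimulus; plate controls were PAF-stimulated DMSO wells for no effect and unstimulated DMSO wells for full effect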
# LMP1 NFkB inh: EBV LMP1-driven NF-kappaB luciferase reporter inhibitors, primary screen, cell-based, luminescence, single point | LMP1-induced NF-kappaB luciferase reporter cells | inhibition, % at 12.5 µM | 350,000 compounds, 0.69% hits | AID 504558, 2011; in the data active = inhibition above about 41%;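 also: 0% = neutral control wells and 100% = reference inhibitor control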
# SRC1 inh: SRC1 coactivator transcriptional activity inhibitors, primary screen, cell-based, luminescence. Nuclear receptor coactivator 1 (Homo sapiens), Q15788. HEK293 GAL4-SRC1 luciferase reporter. inhibition, % at 3.6 µM. 360,000 compounds, 0.12% hits;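 active = inhibition above the campaign mean plus 3 SD, with each screening campaign given its own cutoff, cut at about 60% in these data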;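 also: 0% = DMSO treated cells and 100% = gossypol at 36 µM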
# NCOA3 inh: SRC3 coactivator transcriptional activity inhibitors, primary screen, cell-based, luminescence; 360,000 compounds, 0.17% hits; HEK293 GAL4-SRC3 luciferase reporter; inhibition, % at 3.6 µM; Nuclear receptor coactivator 3 (Homo sapiens), Q9Y6Q9;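 active = inhibition above a per-campaign cutoff, the mean of all compounds plus 3 SD, cut at about 60% in these data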;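 also: 0% = DMSO-treated cells and 100% = gossypol-treated cells at 36 µM; higher means less SRC3-driven luciferase light from the GAL4 reporter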
# NR5A2 inv ag: LRH-1 (NR5A2) inverse agonists, primary screen, cell-based, luminescence, HEK293T, StAR-luciferase reporter; Nuclear receptor subfamily 5 group A member 2 (Homo sapiens), O00482; LRH-1 transfected, 24 h; inhibition, % at 3.6 µM; 360,000 compounds, 0.13% hits; AID 602396, 2012;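 active = inhibition above the mean inhibition of all tested compounds plus 3 SD, cut at about 73% in these data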;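 also: 0% = DMSO wells and 100% = reporter-only cells lacking LRH-1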
# Target sequence (O00482 whole entry, looked up): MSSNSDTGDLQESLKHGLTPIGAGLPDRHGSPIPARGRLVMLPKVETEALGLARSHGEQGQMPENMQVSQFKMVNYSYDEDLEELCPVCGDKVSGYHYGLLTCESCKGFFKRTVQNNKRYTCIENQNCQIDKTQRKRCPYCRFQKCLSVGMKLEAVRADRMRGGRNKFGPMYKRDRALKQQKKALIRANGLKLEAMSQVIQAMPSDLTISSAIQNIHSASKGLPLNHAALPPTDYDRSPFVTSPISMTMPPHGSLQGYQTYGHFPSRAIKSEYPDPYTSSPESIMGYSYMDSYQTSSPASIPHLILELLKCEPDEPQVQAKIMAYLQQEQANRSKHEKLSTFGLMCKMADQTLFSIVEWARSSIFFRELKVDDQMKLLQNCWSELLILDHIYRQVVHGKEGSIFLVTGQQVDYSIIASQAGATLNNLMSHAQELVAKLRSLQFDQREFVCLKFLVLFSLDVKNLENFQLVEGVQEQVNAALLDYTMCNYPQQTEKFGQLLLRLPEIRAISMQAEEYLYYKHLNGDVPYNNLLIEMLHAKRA
# SRC2 inh: inhibition of GAL4-SRC2 driven luciferase reporter, primary screen, SRC2 inhibitor project, cell-based, luminescence | Nuclear receptor coactivator 2 (Homo sapiens), Q15596 | 370,000 compounds, 0.17% hits | AID 651957, 2012 | HEK293 GAL4-SRC2 luciferase reporter | inhibition, % at 9 µM;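 active = inhibition above the mean inhibition of all tested compounds plus 3 SD, set per campaign, cut at about 52% in these data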;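 also: 0% = DMSO treated cells and 100% = cells given Gossypol at 36 µM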
# COUP-TFII inh: NR2F2 transcriptional activity inhibitors, primary screen, cell-based, luciferase reporter, HEK293T, luminescence; HEK293T NGFI-A luciferase reporter; 370,000 compounds, 0.7% hits; COUP transcription factor 2 (Homo sapiens), P24468; AID 686940, 2013; inhibition, % at 8.6 µM;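 active = inhibition above a per-plate cutoff, mean inhibition of test wells between control levels plus 3 SD, cut at about 38% in these data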;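 also: cells cotransfected with COUP-TFII expression vector driving the NGFI-A reporter; 0% = median of COUP-TF2 test wells and 100% = reporter-only cells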
# Target sequence (P24468 whole entry, looked up): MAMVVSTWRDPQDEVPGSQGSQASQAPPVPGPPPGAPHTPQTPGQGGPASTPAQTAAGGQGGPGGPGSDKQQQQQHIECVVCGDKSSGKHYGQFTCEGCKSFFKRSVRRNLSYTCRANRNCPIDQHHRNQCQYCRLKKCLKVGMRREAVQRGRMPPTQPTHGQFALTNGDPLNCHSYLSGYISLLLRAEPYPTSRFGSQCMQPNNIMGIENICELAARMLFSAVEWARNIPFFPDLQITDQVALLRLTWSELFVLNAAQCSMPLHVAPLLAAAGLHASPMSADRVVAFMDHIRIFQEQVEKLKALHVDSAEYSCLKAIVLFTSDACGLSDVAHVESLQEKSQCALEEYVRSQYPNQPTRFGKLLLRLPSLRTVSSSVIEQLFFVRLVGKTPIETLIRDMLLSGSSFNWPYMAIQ
# TWEAK-Fn14 inh: inhibitors of TWEAK-Fn14 signaling, primary screen, luciferase reporter cells, uHTS | TWEAK-stimulated Fn14 reporter cells, luciferase luminescence, 8 h | inhibition, % at 10 µM | 360,000 compounds, 2% hits; in the data active = inhibition above about 50%
# TRAIL sens C8: viability loss with TRAIL in NB7+C8 cells, primary screen, TRAIL sensitizer project, cell-based, ATPlite luminescence; 360,000 compounds, 1% hits; inhibition (viability loss, TRAIL sensitization), % at 10 µM;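 active = compounds causing at least 50% loss of cell viability in the single-dose screen, relative to plate controls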
# Starred values were filed as active, the others as inactive; x = not tested or not shown.
SMILES,KKLEB cytotox,TROY signal inh,CF NFkB inh,LMP1 NFkB inh,SRC1 inh,NCOA3 inh,NR5A2 inv ag,SRC2 inh,COUP-TFII inh,TWEAK-Fn14 inh,TRAIL sens C8
O=C1C2=C(c3ccccc31)[N+](=O)C1CCCCC1N2[O-] (stereo not drawn),13,4,-10,3,-19,-7,-10,-25,-21,-10,-8
O=C(CCC(=O)N1CCN(c2ccccc2)CC1)Nc1nnc(C2CCCCC2)s1,-3,-9,-1,5,0,14,-14,-15,-6,-13,-8
Cc1c(Br)c(-c2n[nH]c(=S)n2Cc2ccco2)nn1C,9,5,6,-36,-9,3,8,10,8,-11,-5
CS(=O)(=O)Nc1ccc(C(=O)NCCSCc2ccccc2)cc1,-6,-8,13,4,12,11,-11,-38,-11,-9,2
Cc1cccc(C(=O)NCC(=O)Nc2ccncc2)c1,-1,-9,20,-3,-8,4,-19,23,13,17,-8
Cc1ccc(N=C2NC(=O)c3cccc([N+](=O)[O-])c32)cc1,-7,-3,-6,-7,-48,-23,18,-41,4,0,15
CC(C)C[C@@H]1COc2cc(N3CCC[C@H]3CO)ccc2S(=O)(=O)N1,x,-5,x,x,x,x,-18,-17,-17,15,-4
COc1cccc(-c2nnc(SCC(N)=O)n2-c2ccc(Cl)cc2)c1,-16,-4,-4,-15,-7,10,12,0,0,-5,-18
O=S(=O)(O)c1cc(O)c(N=Nc2ccc(O)cc2O)c2ccccc12,-15,13,14,8,1,22,19,20,20,38,18
COc1ccc(NC2CCCCC2NS(=O)(=O)c2ccc(C)cc2)cc1 (stereo not drawn),10,0,-12,1,-4,-6,-13,-2,13,17,5
O=C(N1CCCCC1)N1CCN(C(=O)N(c2ccccc2)c2ccccc2)CC1,8,8,-7,2,-9,0,-8,-6,11,-2,8
O=C(C[C@H]1C[C@H](C(=O)N2CCOCC2)[C@@]2(CCC3CCCC3)c3[nH]c4ccc(Cl)cc4c3CCN2C1=O)NCc1ccco1,5,38,26,12,-2,-21,6,4,9,33,14
COc1ccccc1NC(=O)NNC(=O)CCc1ccccc1,-9,1,10,-1,3,-10,1,20,-10,3,1
CCN1CCCc2cc(CN(CCN3CCOCC3)C(=S)Nc3ccccc3C)ccc21,-1,2,-4,8,-55,15,-11,-6,5,-19,1
CCOC(=O)c1ccc(NC(=O)CCn2c(=O)oc3ccccc32)cc1,-10,1,4,5,1,-5,-6,-5,7,4,4
O=C(OCc1ccc([N+](=O)[O-])cc1)C1CC(=O)N(Cc2ccccc2Cl)C1 (stereo not drawn),3,-5,-19,4,-5,11,6,8,-2,-6,6
CCn1c(=O)cc(SCC(=O)Nc2ccc(OC)c(OC)c2)c2ccccc21,-6,33,-27,14,-7,-7,17,9,-11,27,3
NS(=O)(=O)c1cccc(NC(=O)CSc2n[nH]c(-c3cccs3)n2)c1,9,15,-9,38,-11,2,-4,9,-11,9,4
Cc1cc(OC(F)F)ccc1NC(=S)NC1CCCC1,7,-11,5,-2,5,9,-9,-3,19,9,23
C=CCN1CCN(C(=O)c2ccc(-c3ccccc3)cc2)CC1,1,-17,4,1,3,-2,-24,-3,2,-30,-2
Cc1c(Cl)cccc1NC(=O)COC(=O)CN1C(=O)NC(C)(C)C1=O,6,8,-7,2,14,14,1,30,3,11,9
CN(C)c1nn(C(=O)Nc2ccc(Cl)cc2Cl)cc1-c1ccccc1,6,2,-35,1,1,23,2,-27,3,-3,8
CCCc1cc(=O)[nH]c(SCc2ccc(F)cc2)n1,11,12,-3,-7,-21,19,-7,3,10,4,-4
O=S(=O)(CCSc1ccccn1)c1nc2ccccc2s1,-35,34,32,-1,-14,6,-3,17,-12,61*,7
CCCCCCC1C(C#N)=C(N)OC2=C1C(=O)CCC2 (stereo not drawn),-1,-1,-4,5,1,-8,10,-26,-7,8,-14
CCOc1ccc(N(C(C)C(=O)NC2CCCCCC2)S(C)(=O)=O)cc1 (stereo not drawn),-7,-20,-9,-1,8,-5,-3,-7,-4,91*,-2
O=C(NN1C(=O)/C(=C/c2cccs2)SC1=S)c1ccccc1,5,-7,-24,2,4,-9,2,x,x,-47,-12
COc1ccc(CN2C(=O)C(CC(=O)NC3CCCC3)CC(C(=O)N(C)C)=C2C)cc1 (stereo not drawn),-5,9,-1,5,11,-12,5,10,-9,11,-9
CCCNC(=O)c1cc(C)no1,-3,-4,-7,1,-15,3,-14,2,-1,-1,18
O=S(=O)(Nc1ccc(Br)cc1)c1cccc2cccnc12,-6,-3,6,8,-8,-35,-7,10,-7,-12,-3
O=C(CCC(=O)N1CCN(c2cccc(Cl)c2)CC1)N1CCN(c2ccccc2)CC1,6,14,-10,1,8,3,-5,3,28,19,-2
COc1ccc(CN2CC(C(=O)NCC3CCCO3)CC2=O)cc1 (stereo not drawn),-18,4,7,3,6,-5,-10,10,-5,8,-11
CC(C)c1cc(C(=O)O)c2cnn(C(C)C)c2n1,-3,10,1,-1,-2,-16,-7,-4,6,9,14
Cc1ccc(NC(=S)Nc2nc(CC(=O)Nc3ccccc3)cs2)cc1,-2,-9,1,-10,-18,-26,-13,-6,-16,-4,-1
Cc1ccc(C(C(=O)NC2CCCC2)N(C(=O)Cc2cccs2)c2cccc(C)c2C)o1 (stereo not drawn),0,23,-2,3,-4,22,15,18,-1,-6,15
Cc1ccc(C)c(N2CCN(C(=O)C3CCCN(S(=O)(=O)c4cnc[nH]4)C3)CC2)c1 (stereo not drawn),-5,8,7,-12,-2,10,-3,-1,-13,4,2
CCN(Cc1nc2ccccc2c(=O)[nH]1)C(=O)c1cc2c(s1)CCCCC2,4,26,-3,3,-3,-3,0,-1,-3,13,12
COc1cc(C)c(C2NC(=O)c3ccccc3N2)cc1C (stereo not drawn),-21,-4,25,-4,-21,-9,3,-9,-4,30,27
COc1ccc(C(=O)/C=C/C(=O)N(CC(=O)NCCC(C)C)Cc2cccs2)c(O)c1,-3,-25,-20,16,9,15,13,8,20,14,21
O=C(/C=C/c1ccccc1)N/C(=C/c1ccccc1)C(=O)N1CCOCC1,7,-2,1,-38,-6,13,-3,-1,12,8,11
CC(=O)c1ccc(NC(=O)C2CCN(S(=O)(=O)c3cccc4nonc34)CC2)cc1,6,-6,-7,1,-43,-4,-2,-7,5,-1,-8
COCCNC(=O)CSc1nc(N)c(NC(=O)c2ccco2)c(=O)[nH]1,4,-6,-10,2,12,4,1,-10,15,5,7
Cc1cc(Br)cn2c(Cc3cccc(Cl)c3)c(-c3ccco3)nc12,x,3,x,x,x,x,-2,-40,10,68*,-8
CC(=O)Nc1ccc(NC(=O)c2ccc([N+](=O)[O-])cc2Cl)cc1,12,-5,5,3,13,7,7,-28,4,1,-2
Cc1ccc(C)c(Oc2coc3cc(O)ccc3c2=O)c1,5,4,-1,-26,-1,0,7,25,-12,-1,-24

# Sorted by the number under NR5A2 inv ag (highest first): 3 from the list above
mol,NR5A2 inv ag
COc1ccc(C(=O)/C=C/C(=O)N(CC(=O)NCCC(C)C)Cc2cccs2)c(O)c1,13
CC(=O)Nc1ccc(NC(=O)c2ccc([N+](=O)[O-])cc2Cl)cc1,7
CC(C)c1cc(C(=O)O)c2cnn(C(C)C)c2n1,-7

# Further results.
SMILES,KKLEB cytotox,TROY signal inh,CF NFkB inh,LMP1 NFkB inh,SRC1 inh,NCOA3 inh,NR5A2 inv ag,SRC2 inh,COUP-TFII inh,TWEAK-Fn14 inh,TRAIL sens C8
O=C(Cc1cccc(NC(=O)C2CCCN(C(=O)C3CCCCC3)C2)c1)Nc1ccc(C(=O)N2CCOCC2)cc1 (stereo not drawn),10,-8,0,4,8,-13,6,4,-7,-37,-12
Cc1nnc(SCCC(=O)Nc2nc(-c3ccccc3)ns2)s1,16,14,-15,-6,-8,-1,12,3,13,21,41
COc1ccc(NC(=S)N(CCC(C)C)C2CCN(C(C)=O)CC2)cc1,2,-19,2,38,-11,4,6,9,-16,1,14
Cc1cc(C)cc(CC2CC(=O)N(c3ccc4c(c3)OCCO4)C2=O)c1 (stereo not drawn),-4,1,14,15,2,11,15,-4,17,7,-22
CC(=O)Nc1ccc(/C=C2/Sc3ccccc3C2=O)cc1,4,7,10,-7,0,-36,-3,x,x,-12,5
O=C(NCCN1CCCCC1)c1cccc2c1C(=O)c1ccc(N3CCCC3)cc1S2(=O)=O,4,-25,-32,-4,0,-7,10,7,0,-3,0
CCCCCCCCC#Cc1nc(C)ccc1OC,-9,5,13,-9,-9,-3,15,-4,3,16,2
CCOc1ccc(NC(=O)COc2ccc(C(=O)NCc3cccc(OC)c3)cc2OC)cc1,5,9,-20,2,-10,-12,9,23,-18,-5,-1
C=CCNC(=O)NC(=O)COC(=O)/C(C#N)=C/c1ccc(OC)cc1,3,-8,4,5,-6,9,-20,-12,8,-1,-23
CCN1C[C@@H]2[C@@H]3C(=O)N(C)C(=O)[C@@H]3[C@](C)(C1=O)N2C(=O)c1ccc(C(F)(F)F)cc1,-3,6,2,-2,-3,-6,3,27,13,4,-10
O=C(C(Cc1ccccc1)n1cccc1)N1CCN(Cc2ccccc2)CC1 (stereo not drawn),-5,0,13,-3,4,9,-2,x,x,13,12
CCCCC(=O)Nc1cccc(NC(=O)c2ccccc2Br)c1,5,8,-6,-4,10,-16,14,6,14,20,8
O=C(CSCc1ccc(Cl)cc1)Nc1ccccc1C(=O)N1CCOCC1,7,11,-4,-2,13,-5,-18,0,11,-1,3
Cc1ccc(CSCCNC(=O)CN(c2cccc([N+](=O)[O-])c2)S(C)(=O)=O)cc1,6,28,1,-5,-17,5,4,-8,9,10,-4
CCOC(=O)c1c(C)[nH]c(C)c1C(=O)CSc1nc2ccccc2n1CCOC,12,15,-4,3,3,15,8,-20,1,4,-8
Cc1cc(=O)oc2cc(OCC(=O)N3CC[C@@]4(O)CCCC[C@H]4C3)ccc12,4,-14,-1,-16,0,22,5,-15,-4,-28,-19
Cc1ccc(CNC(=O)C2CCN(c3nn4c(=O)cc(C)nc4s3)CC2)cc1,-13,-30,12,0,-5,5,-9,-2,-27,1,-7
O=C(CNCc1cccc2ccccc12)Nc1ccccc1[N+](=O)[O-],-3,-18,-7,2,-2,15,18,-20,-1,-13,-7
COCCNC(=O)CN1C(=O)NC2(CCCc3ccccc32)C1=O (stereo not drawn),4,3,2,-4,5,-6,-9,0,-1,1,-15
CN1CCN(S(=O)(=O)c2ccc(NC(=O)COc3ccccc3)cc2)CC1,-10,20,9,-3,-14,-14,8,-7,-7,-20,-1
